Jurkat NFkB inh: inhibitors of induced NF-kB luciferase reporter, primary screen, TCR NF-kB activation inhibitor project, cell-based, luminescence, uHTS; 330,000 tested, 0.53% active; inhibition, % at 4 µM; AID 435003, 2010; Jurkat, PMA/ionomycin-induced NF-kB luciferase reporter; in the data active means inhibition above about 50%
APJ agonist: agonists of human apelin receptor APJ, primary screen, CHO-K1 cells, PathHunter beta-arrestin, luminescence | P35414 | 0% DMSO wells, 100% apelin | 330,000 tested, 0.11% active | activation, % at 20 µM | AID 2520, 2010;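 active means activation more than six SD over the plate average, tested at 20 µM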;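 further: 0% = DMSO alone and 100% = apelin-13 at 10 nM; some results filed as inactive read as strong as hits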
Target sequence (P35414 whole entry, looked up): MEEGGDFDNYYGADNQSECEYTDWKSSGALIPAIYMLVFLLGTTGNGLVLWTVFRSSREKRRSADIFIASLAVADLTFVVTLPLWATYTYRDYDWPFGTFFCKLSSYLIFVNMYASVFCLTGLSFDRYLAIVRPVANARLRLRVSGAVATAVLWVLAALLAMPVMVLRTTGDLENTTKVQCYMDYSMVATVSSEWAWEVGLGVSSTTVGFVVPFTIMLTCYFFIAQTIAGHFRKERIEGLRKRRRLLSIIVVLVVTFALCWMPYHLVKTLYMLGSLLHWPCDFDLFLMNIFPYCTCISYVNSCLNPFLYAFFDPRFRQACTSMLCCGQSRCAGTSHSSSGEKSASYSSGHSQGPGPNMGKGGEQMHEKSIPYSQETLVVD
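Test system: CHO-K1 APJ beta-arrestin complementation cell line. Amount: cell density 1000 per well. Controls: DMSO negative, 10 nM Apelin-13 positive. Signal: luminescent beta-gal fragment complementation, chemiluminescent substrate. Read-out basis: agonist-driven arrestin binding to APJ. Timing: compound stimulation 90 min at 25 °C, detection 60 min.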
tim23-1 inh: growth inhibitors of tim23-1 mutant yeast, primary screen, luminescence, uHTS. S. cerevisiae tim23-1 growth, BacTiter-Glo luminescence, 24 h. inhibition, % at 20 µM. 330,000 tested, 1.3% active;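 active means growth inhibition of the mutant yeast at or above 50%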;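 further: temperature-sensitive mutant grown at 25 °C; plate controls were DMSO-treated mutant yeast for no effect and medium wells lacking yeast for full effect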
XBP1 UPR activ: activators of adaptive XBP1 UPR arm, primary screen, cell-based, CHO-XBP1 luciferase reporter, luminescence, uHTS; 330,000 tested, 0.33% active; activation, % at 20 µM; IRE1-XBP1 UPR activation; percent of tunicamycin response, DMSO as zero;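 active means versus positive control, 20 µM dose yields 30% or more activation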;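 further: 100% = tunicamycin at 10 µg/mL and 0% = DMSO only wells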
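Material – CHO cell line with stable XBP1 luciferase reporter · Buffer or medium – F12 plus 10% FBS · Compound – single point, 20 µM final compound, 1% DMSO · Schedule – 16-18 h cell attachment at 37 °C, then 6 h compound exposure · Signal – Steady-Glo luminescence read · Benchmarks – high control tunicamycin 10 µg/mL final, low control DMSO vehicle only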
APJ antagonist: antagonists of human apelin receptor APJ, primary screen, CHO-K1 cells, beta-arrestin complementation, luminescence | 330,000 tested, 0.32% active | inhibition, % at 20 µM | P35414;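 active means inhibition above about 40% at 20 µM, limit read from the data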;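 further: cells challenged with 10 nM apelin-13 agonist together with compound; plate controls were apelin-13 plus DMSO wells for no effect and DMSO wells lacking apelin-13 for full effect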
697 NFkB inh: inhibitors of PMA/ionomycin-induced NF-kB reporter, 697 cells, primary screen, B-cell NF-kB inhibitor project, cell-based, luminescence, uHTS. 697 B-cell NF-kB luciferase reporter, 16 h. inhibition, % at 4 µM. 330,000 tested, 0.33% active. AID 435022, 2010; in the data active means inhibition above about 35%
UPR CHOP act: activators of apoptotic CHOP UPR arm, primary screen, cell-based, CHO-CHOP luciferase reporter, luminescence, uHTS | activation, % at 10 µM | 330,000 tested, 0.34% active | UPR activation; percent of tunicamycin response over DMSO baseline;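 active means at 10 µM dose, activation of 40% or more, normalized to positive control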;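 further: 100% = tunicamycin at 10 µg/mL and 0% = DMSO alone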
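Material: CHO-CHOP cells, stable luciferase reporter of PERK-eIF2a-CHOP signalling; quantity: 500 reporter cells seeded per well; buffer or medium: F12 medium containing 10% fetal bovine serum; compound: one dose, 10 µM in 0.5% DMSO; incubation: 6 h compound treatment, 37 °C; measured by: Steady-Glo luciferase luminescence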
Mdm2 MdmX PPI: inhibitors of human Mdm2-MdmX association, primary screen, cell-based, luminescence, split luciferase, SaOS-2, uHTS; SaOS-2 split-luciferase Mdm2/MdmX complementation; 330,000 tested, 3% active; Protein Mdm4 (Homo sapiens) + E3 ubiquitin-protein ligase Mdm2 (Homo sapiens), …; inhibition, % at 8 µM;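 active means inhibition of at least 50% at 8 µM in the primary screen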
The depositor's hits bear a star.

Results for CCCC(C(=O)NCC1CCCO1)N(Cc1ccco1)C(=O)CNS(=O)(=O)c1ccc(F)cc1 (stereo not given) ?
Jurkat NFkB inh: 15; APJ agonist: -1; tim23-1 inh: -15; XBP1 UPR activ: -2; APJ antagonist: 0; 697 NFkB inh: 7; UPR CHOP act: 0.6; Mdm2 MdmX PPI: 13

How did COc1ccc(S(=O)(=O)NCC(=O)N(CC2CCCO2)C(C(=O)NC2CCCC2)C(C)C)cc1 (stereo not given) do in these assays?
Jurkat NFkB inh: 10; APJ agonist: -2; tim23-1 inh: 7; XBP1 UPR activ: 2; APJ antagonist: 9; 697 NFkB inh: 15; UPR CHOP act: 3.8; Mdm2 MdmX PPI: -4

How did COc1ccc(C(=O)NNC(=O)c2cccs2)cc1S(=O)(=O)N1CCOCC1 do in these assays?
Jurkat NFkB inh: -6; APJ agonist: -1; tim23-1 inh: -3; XBP1 UPR activ: 0; APJ antagonist: -5; 697 NFkB inh: 10; UPR CHOP act: -0.6; Mdm2 MdmX PPI: 14

How did CCCCCn1c(N2CCN(Cc3ccccc3)CC2)nc2c1c(=O)[nH]c(=O)n2C do in these assays?
Jurkat NFkB inh: 12; APJ agonist: -3; tim23-1 inh: 17; XBP1 UPR activ: 6; APJ antagonist: -5; 697 NFkB inh: -35; UPR CHOP act: 0.9; Mdm2 MdmX PPI: 21

How did COc1ccc(CCNC(=O)c2ccc(Cl)nc2)cc1 do in these assays?
Jurkat NFkB inh: -4; APJ agonist: -5; tim23-1 inh: -16; XBP1 UPR activ: -6; APJ antagonist: 6; 697 NFkB inh: -5; UPR CHOP act: 0.7; Mdm2 MdmX PPI: 18

How did O=C(O)CCN1C(=O)C2C3C=CC(C3)C2C1=O (stereo not given) do in these assays?
Jurkat NFkB inh: -5; APJ agonist: 1; tim23-1 inh: 5; XBP1 UPR activ: 0; APJ antagonist: 5; 697 NFkB inh: 12; UPR CHOP act: -2.2; Mdm2 MdmX PPI: -16

How did CCN(CC(=O)NCc1ccc(F)cc1)C(=O)c1cccnc1SC do in these assays?
Jurkat NFkB inh: 11; APJ agonist: 0; tim23-1 inh: 0; XBP1 UPR activ: -1; APJ antagonist: 29; 697 NFkB inh: -10; UPR CHOP act: 0.1; Mdm2 MdmX PPI: -9

How did CC(C)Sc1ncnc2c1cnn2-c1ccccc1 do in these assays?
Jurkat NFkB inh: -203; APJ agonist: -1; tim23-1 inh: 12; XBP1 UPR activ: -5; APJ antagonist: -11; 697 NFkB inh: -243; UPR CHOP act: 1.1; Mdm2 MdmX PPI: -160

Results for O=C(Nc1ccccc1C(=O)N1CCOCC1)c1ccncc1 ?
Jurkat NFkB inh: 5; APJ agonist: -3; tim23-1 inh: 11; XBP1 UPR activ: -3; APJ antagonist: 12; 697 NFkB inh: 1; UPR CHOP act: -2.0; Mdm2 MdmX PPI: 38

Results for Cc1cc(C)c(NC(=O)Nc2ccccc2)c(C)n1 ?
Jurkat NFkB inh: 11; APJ agonist: -4; tim23-1 inh: -8; XBP1 UPR activ: -1; APJ antagonist: 10; 697 NFkB inh: 6; UPR CHOP act: 0.1; Mdm2 MdmX PPI: 2

How did Cc1ccc(C2CC(c3ccccc3OC(F)F)Nc3ncnn32)cc1 (stereo not given) do in these assays?
Jurkat NFkB inh: 3; APJ agonist: -5; tim23-1 inh: -2; XBP1 UPR activ: -5; APJ antagonist: 13; 697 NFkB inh: 12; UPR CHOP act: 0.0; Mdm2 MdmX PPI: 30

What do the screens show for `COc1cc2cc(Oc3ccc4ccc(=O)oc4c3)c(=O)oc2cc1OC1OC(COC(=O)CC(C)(O)CC(=O)O)C(O)C(O)C1O` (stereo not given)?
Jurkat NFkB inh: 17; APJ agonist: -3; tim23-1 inh: 7; XBP1 UPR activ: -1; APJ antagonist: -52; 697 NFkB inh: 14; UPR CHOP act: 0.2; Mdm2 MdmX PPI: -11

Results for COc1ccc(C2C(C#N)=C(C)NC3=C2C(=O)CC(C)(C)C3)c(OC)c1 (stereo not given) ?
Jurkat NFkB inh: -15; APJ agonist: -1; tim23-1 inh: 10; XBP1 UPR activ: 4; APJ antagonist: 17; 697 NFkB inh: 3; UPR CHOP act: 0.1; Mdm2 MdmX PPI: 0

Results for COC(=O)c1ccc(CSc2nnc(Nc3cccc(OC)c3)s2)o1 ?
Jurkat NFkB inh: -3; APJ agonist: -1; tim23-1 inh: 8; XBP1 UPR activ: -3; APJ antagonist: 12; 697 NFkB inh: 2; UPR CHOP act: 0.7; Mdm2 MdmX PPI: 17

Results for O=C(CCC1N=C2c3ccccc3N=C(SCC(=O)NCc3ccco3)N2C1=O)NCc1ccco1 (stereo not given) ?
Jurkat NFkB inh: 18; APJ agonist: -1; tim23-1 inh: 3; XBP1 UPR activ: 0; APJ antagonist: 0; 697 NFkB inh: 11; UPR CHOP act: -1.0; Mdm2 MdmX PPI: -6

Results for CC1CN(S(=O)(=O)c2cccc(C(=O)NCc3ccco3)c2)CC(C)O1 (stereo not given) ?
Jurkat NFkB inh: -6; APJ agonist: -3; tim23-1 inh: 13; XBP1 UPR activ: -1; APJ antagonist: 4; 697 NFkB inh: -21; UPR CHOP act: -2.2; Mdm2 MdmX PPI: 16

How did CCC(C)c1ccc(NC(=S)N2CCN(C(=O)C3CCCO3)CC2)cc1 (stereo not given) do in these assays?
Jurkat NFkB inh: 1; APJ agonist: -1; tim23-1 inh: 4; XBP1 UPR activ: -3; APJ antagonist: 13; 697 NFkB inh: 9; UPR CHOP act: 1.2; Mdm2 MdmX PPI: 31

How did O=C(CCCC1=NS(=O)(=O)c2ccccc2N1)N1CCN(c2ccc([N+](=O)[O-])cc2)CC1 do in these assays?
Jurkat NFkB inh: -1; APJ agonist: -6; tim23-1 inh: 10; XBP1 UPR activ: -4; APJ antagonist: 22; 697 NFkB inh: 6; UPR CHOP act: -0.2; Mdm2 MdmX PPI: 8

How did COc1ccc(CNCc2ccc3c(c2)OCO3)c(OC)c1OC do in these assays?
Jurkat NFkB inh: -6; APJ agonist: 0; tim23-1 inh: 16; XBP1 UPR activ: -2; APJ antagonist: 18; 697 NFkB inh: -4; UPR CHOP act: 1.9; Mdm2 MdmX PPI: -19

How did Cc1c(C)n(CCc2ccccc2)c2ncnc(NCCO)c12 do in these assays?
Jurkat NFkB inh: -65; APJ agonist: -3; tim23-1 inh: 5; XBP1 UPR activ: 13; APJ antagonist: -8; 697 NFkB inh: -77; UPR CHOP act: 3.6; Mdm2 MdmX PPI: -43

How did Cc1ccc([N+](=O)[O-])cc1NC(=O)CSc1nnc(C)n1CC1CCCO1 (stereo not given) do in these assays?
Jurkat NFkB inh: -4; APJ agonist: 1; tim23-1 inh: 1; XBP1 UPR activ: 1; APJ antagonist: -4; 697 NFkB inh: 23; UPR CHOP act: -0.4; Mdm2 MdmX PPI: 6

How did O=C(NCc1n[nH]c(=S)n1-c1cccc(C(F)(F)F)c1)c1ccc(S(=O)(=O)N2CCCC2)cc1 do in these assays?
Jurkat NFkB inh: -7; APJ agonist: -1; tim23-1 inh: 18; XBP1 UPR activ: -1; APJ antagonist: -6; 697 NFkB inh: -10; UPR CHOP act: -2.3; Mdm2 MdmX PPI: -3

Results for CCC1Sc2ccccc2N(CC(=O)NCCC2=CCCCC2)C1=O (stereo not given) ?
Jurkat NFkB inh: 9; APJ agonist: -5; tim23-1 inh: 30; XBP1 UPR activ: 2; APJ antagonist: -14; 697 NFkB inh: 11; UPR CHOP act: -1.1; Mdm2 MdmX PPI: -14

What do the screens show for `Cc1cc2ccccc2c(=O)[nH]1`?
Jurkat NFkB inh: -1; APJ agonist: -1; tim23-1 inh: 3; XBP1 UPR activ: 1; APJ antagonist: 10; 697 NFkB inh: 1; UPR CHOP act: -2.0; Mdm2 MdmX PPI: -17

What do the screens show for `Cc1ccccc1NC(=O)CSc1nnc2ccc(-c3cccnc3)nn12`?
Jurkat NFkB inh: -9; APJ agonist: 5; tim23-1 inh: 3; XBP1 UPR activ: -1; APJ antagonist: 8; 697 NFkB inh: -11; UPR CHOP act: -1.8; Mdm2 MdmX PPI: -27

Results for CCN(CCn1cccn1)C(=O)CC1C(=O)NCCN1Cc1cccc(OC)c1OC (stereo not given) ?
Jurkat NFkB inh: -15; APJ agonist: -2; tim23-1 inh: 5; XBP1 UPR activ: 0; APJ antagonist: -2; 697 NFkB inh: 3; UPR CHOP act: 0.2; Mdm2 MdmX PPI: 24

What do the screens show for `Cc1cc(OCCCCCN2CCCC2)ccc1Cl`?
Jurkat NFkB inh: -17; APJ agonist: 1; tim23-1 inh: -98; XBP1 UPR activ: 5; APJ antagonist: -21; 697 NFkB inh: -44; UPR CHOP act: -0.3; Mdm2 MdmX PPI: -8

What do the screens show for `COc1ccc(C2CC(=O)C(CS(=O)(=O)c3ccccc3)C(=O)C2)cc1` (stereo not given)?
Jurkat NFkB inh: 2; APJ agonist: 0; tim23-1 inh: 10; XBP1 UPR activ: -2; APJ antagonist: 18; 697 NFkB inh: 11; UPR CHOP act: -2.2; Mdm2 MdmX PPI: -1

How did CC1CN(C(=O)c2cc(Br)c(Br)s2)CC(C)O1 (stereo not given) do in these assays?
Jurkat NFkB inh: -4; APJ agonist: -2; tim23-1 inh: 18; XBP1 UPR activ: 0; APJ antagonist: -65; 697 NFkB inh: -9; UPR CHOP act: -2.8; Mdm2 MdmX PPI: -5

What do the screens show for `CC(C)c1ccc(OCc2ccc(C(=O)N(C)C)o2)cc1`?
Jurkat NFkB inh: -67; APJ agonist: -2; tim23-1 inh: 14; XBP1 UPR activ: 4; APJ antagonist: 0; 697 NFkB inh: -142; UPR CHOP act: 5.2; Mdm2 MdmX PPI: -89

How did COC(=O)c1ccc(COC(=O)C(CCSC)NC(=O)COc2ccccc2)cc1 (stereo not given) do in these assays?
Jurkat NFkB inh: 9; APJ agonist: 0; tim23-1 inh: 29; XBP1 UPR activ: -1; APJ antagonist: -13; 697 NFkB inh: 13; UPR CHOP act: -0.4; Mdm2 MdmX PPI: 12

Part of the list above in order of molar mass, highest first:
How did O=C(NCc1n[nH]c(=S)n1-c1cccc(C(F)(F)F)c1)c1ccc(S(=O)(=O)N2CCCC2)cc1 do in these assays?
Jurkat NFkB inh: -7; APJ agonist: -1; tim23-1 inh: 18; XBP1 UPR activ: -1; APJ antagonist: -6; 697 NFkB inh: -10; UPR CHOP act: -2.3; Mdm2 MdmX PPI: -3

What do the screens show for `COc1ccc(C2CC(=O)C(CS(=O)(=O)c3ccccc3)C(=O)C2)cc1` (stereo not given)?
Jurkat NFkB inh: 2; APJ agonist: 0; tim23-1 inh: 10; XBP1 UPR activ: -2; APJ antagonist: 18; 697 NFkB inh: 11; UPR CHOP act: -2.2; Mdm2 MdmX PPI: -1

What do the screens show for `Cc1cc2ccccc2c(=O)[nH]1`?
Jurkat NFkB inh: -1; APJ agonist: -1; tim23-1 inh: 3; XBP1 UPR activ: 1; APJ antagonist: 10; 697 NFkB inh: 1; UPR CHOP act: -2.0; Mdm2 MdmX PPI: -17

Source: PubChem
